Compound activity (PubChem BioAssay)
tim10-1 inh: growth inhibitors of tim10-1 mutant yeast, primary screen, luminescence, uHTS. S. cerevisiae tim10-1 ts strain growth, BacTiter-Glo, 24 h. 2.2% of 330,000 active. inhibition, % at 20 µM;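 active = inhibition of at least 40%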;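 also: mutant grown at 25 °C; 0% = DMSO wells with yeast and 100% = wells holding no yeast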
TIM10 inh: growth inhibitors of isogenic TIM10 control yeast, primary screen, counter-screen for tim10-1 yeast inhibitor project, luminescence, uHTS. inhibition, % at 10 µM. 1.4% of 330,000 active. S. cerevisiae TIM10 strain growth, BacTiter-Glo luminescence, 24 h;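 active = inhibition of 40% or more at the single tested concentration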;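 also: wild-type TIM10 isogenic control strain grown at permissive 25 °C; 0% = DMSO yeast wells and 100% = minimal medium wells without yeast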
XBP1 UPR activ: activators of adaptive XBP1 UPR arm, primary screen, cell-based, CHO-XBP1 luciferase reporter, luminescence, uHTS | 0.33% of 330,000 active | IRE1-XBP1 UPR activation; percent of tunicamycin response, DMSO as zero | activation, % at 20 µM;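 active = versus positive control, 20 µM dose yields 30% or more activation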;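 also: 100% = tunicamycin at 10 µg/mL and 0% = DMSO only wells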
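Material: CHO cell line with stable XBP1 luciferase reporter; schedule: 16-18 h cell attachment at 37 °C, then 6 h compound exposure; signal: glow luminescence from Steady-Glo reagent; medium: serum-containing F12 medium, 10% FBS; benchmarks: tunicamycin 10 µg/mL and vehicle-only wells; read-out: percent activation relative to tunicamycin reference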
tim23-1 inh: growth inhibitors of tim23-1 mutant yeast, primary screen, luminescence, uHTS; S. cerevisiae tim23-1 growth, BacTiter-Glo luminescence, 24 h; inhibition, % at 20 µM; 1.3% of 330,000 active; AID 463212, 2010;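 active = growth inhibition of the mutant yeast at or above 50%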;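 also: temperature-sensitive mutant grown at 25 °C; plate controls were DMSO-treated mutant yeast for no effect and medium wells lacking yeast for full effect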
Jurkat NFkB inh: inhibitors of induced NF-kB luciferase reporter, primary screen, TCR NF-kB activation inhibitor project, cell-based, luminescence, uHTS. 0.53% of 330,000 active. Jurkat, PMA/ionomycin-induced NF-kB luciferase reporter. AID 435003, 2010. inhibition, % at 4 µM; in the data active = inhibition above about 50%
Mdm2 MdmX PPI: inhibitors of human Mdm2-MdmX association, primary screen, cell-based, luminescence, split luciferase, SaOS-2, uHTS | Protein Mdm4 (Homo sapiens) + E3 ubiquitin-protein ligase Mdm2 (Homo sapiens), … | inhibition, % at 8 µM | SaOS-2 split-luciferase Mdm2/MdmX complementation | 3% of 330,000 active;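 active = inhibition of at least 50% at 8 µM in the primary screen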
Target sequence (O15151 whole entry, looked up): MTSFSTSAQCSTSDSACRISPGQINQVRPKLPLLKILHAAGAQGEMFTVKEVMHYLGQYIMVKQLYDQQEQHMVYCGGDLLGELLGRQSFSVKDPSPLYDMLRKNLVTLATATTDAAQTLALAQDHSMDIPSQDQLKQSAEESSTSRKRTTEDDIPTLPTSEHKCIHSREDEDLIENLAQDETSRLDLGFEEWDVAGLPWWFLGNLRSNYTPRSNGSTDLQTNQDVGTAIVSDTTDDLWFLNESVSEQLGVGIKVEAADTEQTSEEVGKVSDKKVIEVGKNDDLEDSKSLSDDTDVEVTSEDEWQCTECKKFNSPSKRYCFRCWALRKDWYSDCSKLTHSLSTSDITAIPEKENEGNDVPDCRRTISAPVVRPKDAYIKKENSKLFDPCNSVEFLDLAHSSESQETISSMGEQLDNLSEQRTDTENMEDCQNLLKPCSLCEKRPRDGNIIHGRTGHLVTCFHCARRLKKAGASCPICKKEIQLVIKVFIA
Target sequence (Q00987 whole entry, looked up): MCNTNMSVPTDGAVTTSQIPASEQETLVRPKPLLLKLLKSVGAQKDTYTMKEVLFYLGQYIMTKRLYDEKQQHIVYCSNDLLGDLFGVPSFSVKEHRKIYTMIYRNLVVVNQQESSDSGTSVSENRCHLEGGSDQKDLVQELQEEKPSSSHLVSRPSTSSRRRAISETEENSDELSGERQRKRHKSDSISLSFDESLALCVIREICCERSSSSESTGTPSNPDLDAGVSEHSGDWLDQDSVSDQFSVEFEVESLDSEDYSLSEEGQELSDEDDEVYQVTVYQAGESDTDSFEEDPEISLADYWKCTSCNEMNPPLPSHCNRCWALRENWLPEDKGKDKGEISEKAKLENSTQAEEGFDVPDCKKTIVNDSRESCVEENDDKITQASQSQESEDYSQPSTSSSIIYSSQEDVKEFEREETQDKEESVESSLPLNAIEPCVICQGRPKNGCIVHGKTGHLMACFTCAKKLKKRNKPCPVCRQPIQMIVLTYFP
UPR CHOP act: activators of apoptotic CHOP UPR arm, primary screen, cell-based, CHO-CHOP luciferase reporter, luminescence, uHTS | UPR activation; percent of tunicamycin response over DMSO baseline | activation, % at 10 µM | 0.34% of 330,000 active | AID 449763, 2010;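 active = at 10 µM dose, activation of 40% or more, normalized to positive control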;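 also: 100% = tunicamycin at 10 µg/mL and 0% = DMSO alone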
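System: CHO-CHOP luciferase reporter cell line | Buffer or medium: F12 medium containing 10% fetal bovine serum | Doses: One dose, 10 µM in 0.5% DMSO | Times: 6 h compound exposure at 37 °C after overnight seeding | Signal: Luciferase luminescence | Read-out: % activation vs tunicamycin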
697 NFkB inh: inhibitors of PMA/ionomycin-induced NF-kB reporter, 697 cells, primary screen, B-cell NF-kB inhibitor project, cell-based, luminescence, uHTS. 697 B-cell NF-kB luciferase reporter, 16 h. inhibition, % at 4 µM. 0.33% of 330,000 active. AID 435022, 2010; in the data active = inhibition above about 35%
The depositor's hits bear a star; / = not tested or not shown. An unsorted share of the library. Share with any hit: about 6.6%.

SMILES | tim10-1 inh | TIM10 inh | XBP1 UPR activ | tim23-1 inh | Jurkat NFkB inh | Mdm2 MdmX PPI | UPR CHOP act | 697 NFkB inh
O=C(N/N=C/c1cn(-c2cccs2)nc1-c1ccccc1)c1ccc(O)cc1 | 2 | 1 | 0 | 33 | -30 | 31 | 6.6 | -12
COc1cccc(C(=O)c2sc(NC(C)C)nc2N)c1 | 17 | 1 | -4 | 20 | 6 | 76* | -2.7 | -111
c1ccc(-c2cc(N3CCCCCC3)n[nH]2)cc1 | 36 | 19 | 2 | 37 | -31 | -14 | 5.7 | -19
CCNS(=O)(=O)c1ccc(CCC(=O)N2CCc3ccccc3C2)cc1 | 18 | 0 | -5 | 13 | 1 | 4 | 1.4 | 2
O=C(CCN1CCOCC1)NC1CCCN(Cc2ccccc2F)C1 (stereo not drawn) | -11 | -3 | -4 | -11 | -1 | 17 | 1.3 | -1
COc1ccc(Br)cc1-c1noc(-c2ccncc2)n1 | 1 | 1 | 3 | 3 | 11 | 5 | 0.8 | 20
CC(=O)c1ccc(-c2cccc(-c3nc4ccccn4c3NC3CCCCC3)c2)cc1 | 25 | 23 | -2 | 19 | -13 | 36 | 8.3 | -1
N#Cc1c(-c2ccccc2)cc(C2CC2)nc1SCC(=O)O | 22 | -7 | 0 | 33 | 1 | -3 | 1.1 | -33
COc1ccccc1CC(=O)Nc1cccc2c1CCCC2 | -10 | 8 | -1 | 15 | 9 | 0 | 4.5 | -27
COCCn1c(=O)[nH]c2cc(C(=O)OC)ccc2c1=O | 2 | -5 | -2 | -7 | 4 | 11 | -0.2 | -9

Among those listed so far, two contain a halogen:
SMILES | tim10-1 inh | TIM10 inh | XBP1 UPR activ | tim23-1 inh | Jurkat NFkB inh | Mdm2 MdmX PPI | UPR CHOP act | 697 NFkB inh
O=C(CCN1CCOCC1)NC1CCCN(Cc2ccccc2F)C1 (stereo not drawn) | -11 | -3 | -4 | -11 | -1 | 17 | 1.3 | -1
COc1ccc(Br)cc1-c1noc(-c2ccncc2)n1 | 1 | 1 | 3 | 3 | 11 | 5 | 0.8 | 20

New compounds follow.
SMILES | tim10-1 inh | TIM10 inh | XBP1 UPR activ | tim23-1 inh | Jurkat NFkB inh | Mdm2 MdmX PPI | UPR CHOP act | 697 NFkB inh
CSCCC(NC(=O)c1ccco1)C(=O)Nc1cc(C)ccn1 (stereo not drawn) | 26 | 18 | 0 | 29 | -131 | -58 | 2.6 | -88
OC(COc1ccccc1Br)CN1CCNCC1 (stereo not drawn) | -1 | -2 | -7 | -4 | -17 | -4 | -0.1 | -9
Cc1cc(C)cc(NC(=O)Nc2cc(S(=O)(=O)N(C)C)ccc2C)c1 | 15 | 18 | 5 | 12 | -4 | -7 | 4.4 | 9
Cc1cccc(N2CCN(CC(=O)NCc3ccc(Cl)cc3)CC2)c1C | 0 | 11 | -3 | 28 | -14 | 20 | -0.8 | -11
O=C(Nc1ccccn1)c1ccc2c(=O)n3c(nc2c1)CCCCC3 | 14 | 51* | -4 | 48 | -106 | -36 | 0.8 | 4
CCOc1ccc(OCC)c(NC(=O)c2nnn(CC(=O)Nc3cc(C)cc(C)c3)c2N)c1 | 13 | 13 | 27 | 7 | 5 | 58* | -0.1 | 9
Cc1cc(Nc2c(C)n(C)n(-c3ccccc3)c2=O)n2c(nc3cc(F)c(F)cc32)c1C#N | 14 | -16 | 9 | 10 | 2 | 22 | 3.9 | 17
O=C(COc1ccccc1)Nc1nnc(C23CC4CC(CC(C4)C2)C3)s1 | 6 | -4 | 3 | 14 | -38 | -3 | 8.2 | -104
Cc1ccc(S(=O)(=O)NCC(C)n2nc(C)cc2C)cc1 (stereo not drawn) | -3 | 4 | 0 | -3 | 0 | 3 | 1.3 | -1
Cc1c2c(nc3c(C(=O)NC4CCCC4)cnn13)CCCC2 | 31 | 9 | 2 | 34 | 8 | -4 | 0.4 | 2

Laid out differently: two of the compounds above
> O=C(Nc1ccccn1)c1ccc2c(=O)n3c(nc2c1)CCCCC3
  tim10-1 inh = 14
  TIM10 inh = 51*
  XBP1 UPR activ = -4
  tim23-1 inh = 48
  Jurkat NFkB inh = -106
  Mdm2 MdmX PPI = -36
  UPR CHOP act = 0.8
  697 NFkB inh = 4

> Cc1cc(Nc2c(C)n(C)n(-c3ccccc3)c2=O)n2c(nc3cc(F)c(F)cc32)c1C#N
  tim10-1 inh = 14
  TIM10 inh = -16
  XBP1 UPR activ = 9
  tim23-1 inh = 10
  Jurkat NFkB inh = 2
  Mdm2 MdmX PPI = 22
  UPR CHOP act = 3.9
  697 NFkB inh = 17

Next part
SMILES | tim10-1 inh | TIM10 inh | XBP1 UPR activ | tim23-1 inh | Jurkat NFkB inh | Mdm2 MdmX PPI | UPR CHOP act | 697 NFkB inh
O=C(Nc1ccccc1)c1ccc[nH]1 | 6 | 18 | 1 | -6 | -29 | 15 | -1.1 | -4
COc1ccc(/C=C/C(=O)Nc2cc(C)nn2-c2nc3ccccc3n2Cc2cccc([N+](=O)[O-])c2)cc1 | 13 | 6 | 1 | -2 | 4 | 44 | 1.8 | 18
COc1ccc(C(=O)C2CCCN(C(=O)CCc3scnc3C)C2)c(C)c1 (stereo not drawn) | 14 | 9 | 2 | 14 | 2 | 32 | -1.9 | -15
O=C(NC1(C(F)(F)F)C(=O)Nc2c1c(=O)[nH]c(=O)n2-c1ccccc1)c1cccnc1 (stereo not drawn) | 19 | -8 | 1 | -4 | 0 | 2 | -2.3 | 11
COC(=O)[C@@]12CCCCN1[C@H](c1ccc(-c3ccc(OC)cc3)cc1)[C@@H]1C(=O)N(C)C(=O)[C@@H]12 | 16 | 23 | -4 | 20 | 14 | 15 | -1.9 | -14
COC(=O)c1ccc(Sc2ccc(Cl)cc2)c(N)c1 | 25 | 10 | 0 | 26 | 1 | 0 | 2.7 | 17
CCOC(=O)N1CCN(S(=O)(=O)c2ccc(F)cc2)CC1 | -1 | -10 | -2 | 0 | 1 | 14 | 0.9 | 3
c1ccc2[nH]c(SCc3cn4cccnc4n3)nc2c1 | -4 | 12 | 2 | 2 | 1 | -22 | 2.2 | -22
CC(C)CC(=O)Nc1ccc(Oc2ccc(NC(=O)CC(C)C)cc2)cc1 | 11 | -13 | 0 | -20 | 9 | 14 | -2.6 | 15
COc1ccc(/C=N/NC(=O)c2cc(-c3ccc4c(c3)OCO4)n[nH]2)cc1OC | -3 | -14 | 4 | -8 | -1 | 12 | 0.7 | -15
Cc1cc(C)nc(N/N=C/c2cccc3ccccc23)n1 | 25 | 24 | 2 | 10 | -16 | 1 | 5.0 | 3
Cc1cc(=O)oc2c(CN3CCCC3)c(O)c(Cl)cc12 | 3 | 4 | 1 | 9 | 2 | -26 | 0.4 | 14
CCCCc1nc(SCCN2CCOCC2)c2c(=O)n(C)c(=O)n(C)c2n1 | 1 | -1 | 0 | 7 | 2 | 6 | 1.1 | 4
CC(C)c1ccccc1NC(=O)COC(=O)Cc1ccsc1 | 26 | -11 | -1 | 3 | -5 | -1 | 0.1 | -17
COc1ccc(C(=O)c2c3ccccc3[n+]([O-])n2Cc2ccc(C(N)=O)cc2)cc1 | 5 | 13 | 3 | 9 | 6 | 7 | 3.6 | 11
O=C(NNC(=O)c1cc(Br)c(Br)s1)c1csc(N2CCOCC2)n1 | 8 | 13 | -2 | 9 | 8 | 9 | 1.8 | 25
O=C1CC(NCc2ccc(F)cc2)C(=O)N1c1ccccc1 (stereo not drawn) | 5 | -3 | -1 | -2 | 7 | 2 | 0.6 | 20
COCCC(=O)N1CCC(Oc2ccc(C(=O)N3C[C@@H](C)O[C@@H](C)C3)cc2)CC1 | -2 | 13 | -9 | 10 | -6 | -11 | -0.8 | -2
CCn1cc(Cl)c(C(=O)Nc2ccc3c(c2)OCCO3)n1 | 1 | -12 | -5 | 9 | -136 | -118 | -0.3 | -82
O=c1[nH]c2cc3c(cc2cc1C(c1nnnn1Cc1ccccc1)N1CCCc2ccccc21)OCO3 (stereo not drawn) | 11 | 3 | 12 | -12 | -15 | 100* | 265* | -6
Cc1ccc(OCC(=O)OC2CCS(=O)(=O)C2)cc1 (stereo not drawn) | 10 | 6 | 0 | -4 | 6 | 14 | -2.1 | 23
CCCN(CC(=O)Nc1ccccc1C)C(=O)Cc1coc2cc(C)ccc12 | 15 | -18 | -4 | 29 | 17 | 20 | -0.1 | 10
CC1CC2=C(CC1/C=N/NC(N)=S)C(C)(C)CCC2 (stereo not drawn) | 36 | 14 | 26 | 51* | 28 | 48 | 68* | 14
CCOC(=O)CSc1c(-c2ccccc2)c2cc(Cl)ccc2[nH]c1=O | 10 | 11 | -2 | 39 | 10 | -2 | 4.3 | -15
CN(CC(=O)N1CCN(Cc2ccccc2)CC1)S(=O)(=O)c1ccc(Br)cc1 | 20 | -2 | -5 | 10 | -10 | -8 | -0.3 | 11
Cc1ccc(S(=O)(=O)N2CCOCC2)cc1C(=O)NNC(=O)c1ccoc1C | -8 | -18 | -4 | -1 | 2 | -10 | 0.1 | -8
COc1ccccc1NS(=O)(=O)c1cccc(NC(=O)c2[nH]c(C)c(C(C)=O)c2C)c1 | 8 | 10 | 1 | 13 | 15 | 22 | -0.4 | -19
CC(=O)NCC(=O)OCC(=O)c1ccc(C)c(C)c1 | 15 | 11 | -2 | 15 | 2 | -32 | 0.6 | -20
COc1ccc(CN(C)CC(=O)Nc2cccc(S(=O)(=O)N(C)c3ccccc3)c2)c(OC)c1 | 4 | 5 | 0 | 27 | 6 | 16 | 2.5 | 9
O=C(C1CCCN(S(=O)(=O)c2ccccc2[N+](=O)[O-])C1)N1CCCC1 (stereo not drawn) | 12 | 6 | 1 | 8 | 5 | -25 | 0.9 | -11
Cc1ccc(NC(=O)c2ncn(CC(=O)NCC(C)c3ccccc3)n2)cc1C (stereo not drawn) | 1 | -18 | 3 | 24 | / | 24 | -0.1 | -5
O=C1CCCCCN1CSc1nc2ccccc2s1 | 25 | -12 | -2 | 24 | 5 | 10 | -0.6 | 10
Cc1occc1C(=O)Nc1c(F)cc(F)cc1Br | 4 | -26 | 2 | -5 | 7 | -26 | -2.0 | 19
Cc1cc([N+](=O)[O-])nn1CC(=O)N1CCN(Cc2ccccc2)CC1 | 5 | 5 | -2 | -4 | 11 | 17 | -0.4 | 11
CCNS(=O)(=O)c1ccc(CCC(=O)N2CCOCC2)cc1 | -9 | -1 | -6 | 3 | 2 | 9 | -0.8 | 1
COc1ccc(NC(=O)c2cccc3c2C(=O)c2ccc(-c4ccc(F)cc4OCc4ccccc4)cc2S3(=O)=O)cc1 | 0 | -7 | 0 | -11 | 2 | 78* | 3.2 | 6
CC(C)=CCN1CCN(CCC2=C(C)CCCC2(C)C)CC1CCO (stereo not drawn) | 14 | 7 | 2 | -40 | 6 | -6 | 2.4 | -17
CCOc1ccc(S(=O)(=O)N2CCC(C(=O)NC3CCCCC3)CC2)cc1 | -7 | 1 | -2 | 0 | 20 | 14 | -1.0 | 21
Cc1ccccc1Cn1c(Cc2ccccc2)nc2ccccc21 | 36 | 42* | 2 | 46 | -19 | 6 | -0.3 | -30
Cc1c(C(=O)OCC(=O)NC2CC2)oc2ccc(Br)cc12 | -8 | -9 | 0 | 13 | 9 | 29 | 1.5 | 16
CCCCN1c2ccccc2N(CCCO)c2cc(C)nnc21 | 45* | 8 | 1 | 16 | -15 | -5 | -0.6 | -38
